BLM helicase inh = inhibitors of human Bloom syndrome helicase BLM; AID 2528; recombinant BLM DNA unwinding, fluorescence dequenching; 0.2% of 350,000 active; Potency, µM (top dose mostly 56.1 µM), for the others: at the highest dose activity change, negative = inhibition, most hits filed as inhibitors; P54132;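 note: potency is the fitted concentration of half-maximal effect; plate controls were vehicle for no effect and no enzyme for full effect; nearly all actives have a fitted effect of over 35% in size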
Pol eta inh = blocks human DNA polymerase eta activity | Q9Y253 | recombinant Pol eta, fluorescent DNA replication assay | Potency, µM (top dose mostly 114 µM), for inactives: at the top dose activity change, negative = inhibition, usual class: inhibitors | 1.2% of 390,000 active | AID 588591; note: potency is the fitted concentration of half-maximal effect; % is set by controls: 0 for no effect and ±100 for the full control effect
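Pol eta at 10 nM preincubated with compounds 15 min at room temperature; reaction started with fluorescent substrate (50 nM final) and read kinetically at 0 and 10 min.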
RXFP1 antagonist = blocks the human relaxin receptor RXFP1; AID 1259400; 0.59% of 350,000 active; HEK293-RXFP1, relaxin-stimulated cAMP HTRF, 30 min; stronger effect = lower value; activity change, negative = inhibition, % at 57.5 µM;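 active = activity change of -60% or lower, but not beyond a set lower limit; inconclusive = change between -60% and -40%, or beyond the set limit; inactive = change above -40%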; note: % is set by controls: 0 for no effect and ±100 for the full control effect
POLK inh = blocks human DNA polymerase kappa activity. Q9UBT6. purified Pol kappa, fluorescent DNA synthesis assay, 10 min. Potency, µM (titrated, usually from 107 µM), for inactives: top-dose activity, negative = inhibition, hits mostly inhibitors. 0.53% of 400,000 active. AID 588579; note: potency is the fitted concentration of half-maximal effect; % is set by controls: 0 for no effect and ±100 for the full control effect
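Inhibition of 10 nM Pol kappa is measured by a fluorescent read-out at 0 and 10 min following addition of 50 nM substrate (final), with a 15-min room-temperature compound preincubation.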
POLB inh = inhibitors of human DNA polymerase beta; P06746; Pol beta primer extension/strand displacement, fluorescence kinetic; Potency, µM (doses to about 114 µM), without a hit: top-dose activity change, negative = inhibition, usual class: inhibitors; 1.3% of 340,000 active; note: potency is the fitted concentration of half-maximal effect; % is set by controls: 0 for no effect and ±100 for the full control effect
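Homogeneous kinetic assay of primer extension and strand displacement by 10 nM Pol beta, preincubated 15 min at room temperature with compound before 50 nM substrate (final) was added. Read at 0 and 10 min; four-parameter Hill fit.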
Apoferritin bind = candidate novel general anesthetic via apoferritin binding. apoferritin/1-aminoanthracene competitive binding, fluorescence. Potency, µM (top dose mostly 77.5 µM), without a hit: at the highest dose activity change, negative = displacement, actives largely listed as inhibitors. 0.074% of 350,000 active. AID 485281; note: potency is the fitted concentration of half-maximal effect; % is set by controls: 0 for no effect and ±100 for the full control effect; nearly all actives have a fitted effect of over 20% in size
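Horse-spleen apoferritin (10 uM) in 50% saturated 1-aminoanthracene in PBS was incubated 10 min at room temperature with compound. Fluorescence (ex 380, em 535 nm) was normalized to free and bound 1-AMA, with concentration-response fitted by a four-parameter Hill equation.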
POLI inh = blocks human DNA polymerase iota activity; Q9UNA4; Pol iota fluorescent replication assay, 10 min; Potency, µM (highest dose often 115 µM), inactives show at the top dose activity, negative = inhibition, actives largely listed as inhibitors; 1% of 390,000 active; note: potency is the fitted concentration of half-maximal effect
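Pol iota at 10 nM preincubated 15 min with compounds at room temperature; reaction started with fluorescent substrate, 50 nM final. Fluorescence read kinetically at 0 and 10 min; buffer-only wells as negative control.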
PGK inhibitor = inhibitors of T. brucei phosphoglycerate kinase; PGK/GAPDH coupled, Kinase-Glo luminescence, 60 min; AID 602233; P07378; Potency, µM (series often up to 57.5 µM), for inactives: top-dose activity change, negative = inhibition, most hits filed as inhibitors; 0.043% of 380,000 active; note: potency is the fitted concentration of half-maximal effect; % is set by controls: 0 for no effect and ±100 for the full control effect; nearly all actives have a fitted effect of over 60% in size
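Recombinant glycosomal PGK reaction used 1,3-bisphosphoglycerate generated in-well by GAPDH (100nM final) in 100mM TEA pH 7.6, 5mM MgCl2, 0.01% Tween-20. After 60 minutes at room temperature, ATP was read by Kinase-Glo Plus luminescence end-point.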
APE1 inh = APE1 (human) endonuclease inhibition. Potency, µM (highest dose often 65.8 µM), without a hit: at the highest dose activity change, negative = inhibition, hits mostly inhibitors. recombinant APE1, TAMRA/BHQ-2 abasic DNA cleavage fluorescence. P27695. 0.35% of 350,000 active;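 note: potency is the fitted concentration of half-maximal effect; plate controls were vehicle for no effect and reference inhibitor for full effect; nearly all actives have a fitted effect of over 55% in size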
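Kinetic fluorescence read (525 ex/598 em nm, three reads 60 s apart) of AP-site incision; signal = third minus first read. Enzyme 0.75 nM, dual-labelled THF duplex 50 nM, compound preincubation 15 min RT.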
Starred values were filed as active, the others as inactive; i = inactive; ? = inconclusive; . = no result given; [ ] = dose if it differs, or a comment. Unless noted, calls come from the whole dose curve; as a rule, active = well fitted curve in the direction sought with a large enough effect; inconclusive = small, poorly fitted or top-dose-only effect, or another doubt; inactive = no such curve, though single readings can be large; an effect the other way counts as inactive or inconclusive. This is a subset; rates above refer to the full screens.

canonical_smiles	Pol eta inh	PGK inhibitor	RXFP1 antagonist	BLM helicase inh	POLB inh	APE1 inh	Apoferritin bind	POLK inh	POLI inh
CC(C)(C)c1ccc(C(CC(=O)O)NC(=O)Cc2ccccc2)cc1 (stereo not given)	-10.9%	i	-12.5	-2.7%	5.3%	1.2%	-0.6%	1.7%	20.3%
COc1ccc(-c2noc(CCC(=O)NCC3CCN(Cc4cccc(C)c4)CC3)n2)cc1	-18.0%	0.8%	-6.9	-2.0%	18.3%	-0.5%	-10.9%	-12.3%	16.1%
COc1ccc(CNS(=O)(=O)c2ccc3c(c2)C(C)(C)C(=O)N3C)cc1	-8.3%	-0.1%	2.3	-3.0%	?	-4.4%	-11.7%	-6.1%	-24.7%
Cc1ccc(-c2c(C#N)c(N)nc3c2CCCCC3)cc1	-11.5%	-1.7%	-4.4	-0.3%	18.8%	2.3%	-3.4%	14.8%	6.8%
O=CNc1ccc(OC(=O)c2cncc(Br)c2)cc1	-0.8%	-0.4%	-8.3	-2.8%	4.4%	15.0%	1.2%	3.8%	58.1%[activator]
Cc1cc(N2CCOCC2)ccc1/C=C\[N+](=O)[O-]	-4.1%	-8.4%	?	1.6%	1.4%	0.7%	-8.8%	-5.7%	67.9%[activator]
CCOC(=O)N1CCN(C(=O)C(C)N(c2ccccc2)S(C)(=O)=O)CC1 (stereo not given)	-6.3%	-0.9%	-10.7	-1.6%	31.6%	3.1%	-1.1%	-4.1%	96.4%[activator]
O=C1/C(=C/c2ccccn2)SC(=S)N1c1ccc(O)cc1	-3.7%	-8.9%	-2.3	-4.3%	4.6%	-1.8%	-9.0%	-4.0%	-19.7%
Cc1nc(CN(C)Cc2nc(Cc3cccc(F)c3)no2)cs1	-7.0%	-9.1%	-4.2	-1.9%	19.1%	11.5%	-5.1%	2.2%	-1.3%
Cc1ccc2c(CN3C(=O)NC(C)(c4ccc5c(c4)OCO5)C3=O)cc(=O)oc2c1 (stereo not given)	-6.5%	-9.9%	29.6	-0.2%	-2.2%	-4.7%	?	0.0%	?
CCOC(=O)N1CCN(C(=S)Nc2cc(OC)c(OC)cc2C(=O)OC)CC1	3.3%	-20.7%	-8.8	-3.3%	7.3%	24.1%	-8.4%	8.0%	-1.2%
Cc1ccccc1OCc1nnc(SCc2cc(=O)[nH]c3ccccc23)o1	1.3%	-7.6%	16.8	-1.5%	15.8%	-5.0%	-8.5%	-10.0%	-14.4%[58.9 µM]
CC12CC(c3ccccc3O1)C(C(=O)NCc1ccccc1)C(=O)N2 (stereo not given)	-2.3%	.	-21.6	-0.5%	8.4%	1.6%	-9.2%	-0.7%	3.2%
CCOC(=O)Cc1csc(NC(=O)CN2CCN(c3ccccc3)CC2)n1	2.3%	i	4.4	-1.0%	28.3%	8.4%	-11.2%	0.7%	5.9%
Cc1cc(CN(C)C(=O)c2ccc(OC3CCN(CCc4ccccc4)CC3)cc2)on1	-28.7%	8.1%	-4.3	-1.7%	-1.0%	22.8%	-10.3%	-5.2%	15.1%
Cc1ccc(NS(=O)(=O)c2c(C(=O)N3CCCCCC3)c(C)n(C)c2C)cc1F	-22.0%	-5.6%	-11.9	-1.7%	-10.7%	.	-2.8%	0.0%	21.3%
Nc1ncnc(Nc2ccccc2C(F)(F)F)n1	-6.5%	i	-4.5	-2.2%	14.4%	1.7%	-5.9%	3.2%	-8.3%
CC(C)c1ccc(NC(=O)[C@@H](NC(=O)N2CC(=O)Nc3ccccc32)C(C)C)cc1	-12.9%	0.2%	?	-7.7%	23.2%	3.2%	-17.8%	-0.9%	17.7%
Cc1ccc(S(=O)(=O)N(C)C)cc1NC(=S)N1CCN(Cc2ccc3c(c2)OCO3)CC1	-5.5%	?	-0.6	-3.2%	18.5%	-2.2%	-13.6%	-3.4%	5.6%
O=C(CCNC(=O)Cn1ccc2ccccc2c1=O)NCCCN1CCOCC1	-18.3%	i	0.5	-0.8%	1.8%	0.9%	1.5%	9.5%	20.4%
O=C(CCc1nc(-c2ccccc2)no1)NC1CCCCCC1	-24.0%	-7.1%	7.9	.	.	11.8%	.	-11.1%	22.3%
Cc1ccc2c(c1)c(/C=C/c1cc[n+](C)cc1)c(C)n2C	-0.6%	i	-3.9	31.5%[activator]	?	-18.8%	-16.7%	0.0%	?
COc1cccc(NC(=S)N2CCN(C/C=C/c3ccccc3)CC2)c1	-15.6%	i	-5.5	-4.6%	9.6%	3.8%	-12.4%	2.5%	-5.9%
O=C(CCN1C(=O)C2C3C=CC(C3)C2C1=O)NCCN1CCCc2ccccc21 (stereo not given)	-13.2%	-1.0%	-3.9	0.8%	21.4%	0.2%	-17.9%	-10.6%	52.4%[activator]
C/C(=N\NC(=O)c1ccc(Cl)cc1)c1ccc(N2CCOCC2)cc1	-1.8%	-1.5%	10.2	1.5%	5.9%	28.9%	5.1%	0.0%	14.1%

2 neighbouring entries from above, for reference:
canonical_smiles	Pol eta inh	PGK inhibitor	RXFP1 antagonist	BLM helicase inh	POLB inh	APE1 inh	Apoferritin bind	POLK inh	POLI inh
CCOC(=O)N1CCN(C(=O)C(C)N(c2ccccc2)S(C)(=O)=O)CC1 (stereo not given)	-6.3%	-0.9%	-10.7	-1.6%	31.6%	3.1%	-1.1%	-4.1%	96.4%[activator]
O=C1/C(=C/c2ccccn2)SC(=S)N1c1ccc(O)cc1	-3.7%	-8.9%	-2.3	-4.3%	4.6%	-1.8%	-9.0%	-4.0%	-19.7%

In the list so far, 2 contain two or more sulfur atoms.
canonical_smiles	Pol eta inh	PGK inhibitor	RXFP1 antagonist	BLM helicase inh	POLB inh	APE1 inh	Apoferritin bind	POLK inh	POLI inh
O=C1/C(=C/c2ccccn2)SC(=S)N1c1ccc(O)cc1	-3.7%	-8.9%	-2.3	-4.3%	4.6%	-1.8%	-9.0%	-4.0%	-19.7%
Cc1ccc(S(=O)(=O)N(C)C)cc1NC(=S)N1CCN(Cc2ccc3c(c2)OCO3)CC1	-5.5%	?	-0.6	-3.2%	18.5%	-2.2%	-13.6%	-3.4%	5.6%

Next structures follow.
canonical_smiles	Pol eta inh	PGK inhibitor	RXFP1 antagonist	BLM helicase inh	POLB inh	APE1 inh	Apoferritin bind	POLK inh	POLI inh
O=C(COC(=O)C1C2CC3OC(=O)C1C3C2)Nc1cccc(Cl)c1 (stereo not given)	-14.5%	-3.7%	-3.9	-1.0%	?	9.8%	-6.4%	-3.5%	-19.9%
Cc1ccc(-c2nnc(Nc3cccc(Br)c3)c3ccccc23)cc1S(=O)(=O)N1CCCCC1	4.0%	-3.2%	-5.2	-4.8%	80.5%	.	31.3%[activator]	1.7%	8.8%
O=C(COC(=O)c1ccc([N+](=O)[O-])o1)NCc1ccc(F)cc1	89.1µM*	2.0%	13.7	.	.	-11.9%	.	-25.2%	?
O=C(Nc1ccc(Br)cc1)N1CCCC(O)C1 (stereo not given)	-14.1%	0.1%	-5.9	-2.0%	3.8%	-0.1%	-3.1%	1.7%	89.9%[activator]
c1cncc(CNc2nc(N3CCOCC3)nc(N3CCOCC3)n2)c1	-1.2%	1.9%	-9.3	-1.2%	3.5%	4.8%	0.7%	-6.4%	15.3%
O=C(NC1CCCCC1)C(c1ccncc1)N(Cc1ccccc1)C(=O)c1ccc(-c2ccccc2)[nH]1 (stereo not given)	-12.1%	-1.5%	-2.9	-10.8%	3.2%	-1.0%	-11.9%	-18.7%	3.6%
CN1CCN(/N=C/c2ccc(-c3ccccc3)cc2)CC1	-1.8%	-15.2%	-7.5	3.2%	4.2%	0.1%	-9.1%	-10.2%	-2.1%
COc1ccc(NC(=O)CN2C(=O)NC(C)(C3CCCCC3)C2=O)c(OC)c1 (stereo not given)	-10.9%	-5.8%	-3.7	.	.	31.1%[activator]	.	-3.4%	8.2%
CCOC(=O)c1ccc[n+](CC(=O)c2ccccc2)c1	-12.0%	-11.3%	-9.7	0.1%	-2.6%	-3.4%	-1.0%	-6.9%	0.2%
O=C(N/N=C/c1ccco1)c1ccc(NC(=O)C2CCCCC2)cc1	-22.9%	-7.7%	-6.6	-4.7%	1.4%	-3.4%	?	-2.5%	-6.6%
COc1cccc(CNC(=O)c2ccc3nc[nH]c3c2)c1	8.4%	-1.9%	8.9	2.3%	30.2%	-1.7%	-10.9%	-12.4%	15.3%
O=C(COC(=O)C1(c2ccccc2F)CCCC1)N1CCc2ccccc21	-9.4%	1.0%	-18.1	-13.1%	31.8%	11.7%	9.7%	-9.4%	9.3%
CC1Sc2ccc(S(=O)(=O)CCC(=O)NCc3ccccc3Cl)cc2NC1=O (stereo not given)	-3.7%	-6.7%	14.1	0.9%	-27.0%	52.1%	-2.9%	2.9%	-13.1%
CCOC(=O)CSc1nnc(CNc2ccccc2Cl)n1-c1ccccc1	2.3%	i	25.0	-1.5%	-3.8%	-0.6%	-19.2%	-2.5%	-7.9%
CCOC(=O)C1/C(=N\O)CC(C)(O)C(C(=O)OCC)C1c1ccc(N(C)C)cc1 (stereo not given)	-13.7%	-0.9%	8.0	-7.6%	1.1%	1.1%	-16.0%	-18.1%	22.5%
Cc1c(Cl)cccc1Nc1ccccc1C(=O)O	-10.3%	-8.2%	?	0.1%	-0.2%	2.1%	?	1.8%	1.1%
S=c1[nH]nc(-c2cc(-c3ccco3)[nH]n2)n1-c1cccc2ccccc12	?	-3.6%	-8.0	?	25.1µM*	-4.4%	?	-14.5%	?
CCOC(=O)C1CCN(c2ncnc3c2nnn3Cc2ccccc2Cl)CC1	-4.1%	0.6%	-22.6	-7.3%	2.9%	-18.7%	-7.8%	-10.9%	81.5%[activator]

Screens from PubChem.
